# KDM5B inh: blocks human KDM5B histone demethylase activity | Potency, µM (top dose mostly 57.7 µM), for the others: at the top dose activity change, negative = inhibition, hits mostly inhibitors | KDM5B demethylase, FDH-coupled NADH fluorescence (FDH is formaldehyde dehydrogenase) | 220,000 compounds, 2.6% hits | AID 1347165 | Q9UGL1; active = well fitted inhibition curve with a large enough effect; inconclusive = small, poorly fitted or top-dose-only effect; inactive = no such curve, though single readings can be large or run the other way; also: 0% is about no effect; nearly all actives have a fitted effect of over 70% in size
# Target sequence (Q9UGL1 whole entry, looked up): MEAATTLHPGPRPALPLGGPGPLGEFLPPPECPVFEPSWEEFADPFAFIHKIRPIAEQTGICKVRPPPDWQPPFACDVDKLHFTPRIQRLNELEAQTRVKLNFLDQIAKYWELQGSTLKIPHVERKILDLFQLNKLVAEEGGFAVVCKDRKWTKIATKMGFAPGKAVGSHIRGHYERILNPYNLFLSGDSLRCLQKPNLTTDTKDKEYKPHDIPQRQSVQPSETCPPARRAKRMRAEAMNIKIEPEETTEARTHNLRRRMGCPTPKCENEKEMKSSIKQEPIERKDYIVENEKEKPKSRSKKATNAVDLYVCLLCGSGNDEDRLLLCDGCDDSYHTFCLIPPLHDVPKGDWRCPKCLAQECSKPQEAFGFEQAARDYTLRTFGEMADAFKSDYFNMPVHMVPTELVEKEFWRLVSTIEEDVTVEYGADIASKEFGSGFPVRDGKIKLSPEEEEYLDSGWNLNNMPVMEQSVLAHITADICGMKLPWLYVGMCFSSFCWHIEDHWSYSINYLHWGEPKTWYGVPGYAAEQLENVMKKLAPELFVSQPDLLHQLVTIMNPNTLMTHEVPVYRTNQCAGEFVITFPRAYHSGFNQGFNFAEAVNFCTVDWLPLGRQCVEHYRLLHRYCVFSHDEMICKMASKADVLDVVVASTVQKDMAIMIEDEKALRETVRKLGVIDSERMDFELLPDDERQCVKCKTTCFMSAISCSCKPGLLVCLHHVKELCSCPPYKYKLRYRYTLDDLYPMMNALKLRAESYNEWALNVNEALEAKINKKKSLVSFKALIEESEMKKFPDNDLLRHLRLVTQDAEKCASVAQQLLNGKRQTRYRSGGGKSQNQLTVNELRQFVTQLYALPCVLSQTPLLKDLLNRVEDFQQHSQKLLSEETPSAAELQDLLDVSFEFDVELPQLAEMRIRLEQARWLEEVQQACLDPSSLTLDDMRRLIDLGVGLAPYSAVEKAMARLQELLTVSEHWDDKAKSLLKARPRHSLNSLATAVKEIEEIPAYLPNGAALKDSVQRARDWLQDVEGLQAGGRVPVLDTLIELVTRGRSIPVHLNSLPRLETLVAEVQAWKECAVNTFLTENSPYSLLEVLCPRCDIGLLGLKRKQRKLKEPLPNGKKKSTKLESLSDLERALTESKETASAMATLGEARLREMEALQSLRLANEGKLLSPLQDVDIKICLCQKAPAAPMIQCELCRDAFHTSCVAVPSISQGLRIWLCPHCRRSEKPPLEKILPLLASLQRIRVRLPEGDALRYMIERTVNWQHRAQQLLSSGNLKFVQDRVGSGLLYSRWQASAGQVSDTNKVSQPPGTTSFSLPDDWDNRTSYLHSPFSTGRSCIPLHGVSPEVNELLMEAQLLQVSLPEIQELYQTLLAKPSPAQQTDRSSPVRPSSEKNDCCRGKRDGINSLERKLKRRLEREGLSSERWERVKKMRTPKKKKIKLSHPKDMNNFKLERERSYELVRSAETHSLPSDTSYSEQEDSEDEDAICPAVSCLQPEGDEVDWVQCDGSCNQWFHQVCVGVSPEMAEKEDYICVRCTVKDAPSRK
#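 Coupled FDH/NAD⁺ fluorescence readout. KDM5BΔAP 200 nM final; compound titration, 10 min RT preincubation; substrate mix 12.5 µM H3K4me3, 25 µM 2-OG, 50 µM Fe(II), 100 µM ascorbate, 0.25 mM NAD⁺, 0.25 U/mL FDH; ΔRFU over 30 min.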
# Starred values were filed as active, the others as inactive; i = inactive; ? = inconclusive; & = joins results of further samples; [ ] = dose if it differs, or a comment. Potency is read from the fitted curve at half-maximal effect. An excerpt, so the mix of outcomes need not match the whole.
KDM5B inh	canonical_smiles
-32%[86.2 µM]	COc1ccc(-c2cn(C)c(=O)n3cc(CN(C)C)nc23)c(C(F)(F)F)c1
?	COc1ccc(-c2cnc(Nc3cccc(N[S+](C)(=O)[O-])c3)c3c2CCO3)cn1
?	CC(C)(Oc1nn(CC2CCOCC2)c2ccccc12)C(=O)NCCc1cccnc1
i	Cc1ccc(C2CC(c3ccccc3)=NN2c2nc(C)cs2)cc1 (stereo not drawn)
19%	CCOC(=O)CNC(=O)c1cc(OCC)c(OCC)c(OCC)c1
25µM*	Cc1ccc(S(=O)(=O)N2CCc3nc4cc[nH]n4c(=O)c3C2)cc1C
19%	COc1cc(CN2CCOCC2)ccc1OCC(O)CN1CCSCC1 (stereo not drawn)
-39%	CCOC(=O)c1ccc(NC(=O)Cn2cc(C(=O)c3ccc(CC)cc3)c(=O)c3ccc(C)nc32)cc1
-29%[86.2 µM]	O=C(Nc1ccccc1)[C@H]1O[C@H](CCN2CCN(c3ccccn3)CC2)CC[C@@H]1O
32µM*	c1ccc(CN2CCC[C@H]2c2nc(-c3ccc(N4CCOCC4)nc3)no2)cc1
-4%	O=S(=O)(c1ccccc1)n1nc(-c2ccccc2)nc1NCc1ccc(Cl)cc1
-8%	COc1ccc(-c2onc(C)c2C(=O)NCc2ccc3c(c2)OCO3)cc1
13%	COc1ccc(C(=O)N2CCC3(CC2)C(OC)CN3c2cccc(F)c2)cc1F (stereo not drawn)
13%	CCC(C)NC(=O)Cn1cnc2sc(C)c(S(=O)(=O)N3CCN(c4ccccc4OC)CC3)c2c1=O (stereo not drawn)
0%	CCOc1ccc(Nc2nc(-c3ccc(C)c(C)c3)cs2)cc1
-6%	Cc1ccc(C2=NC3(CCN(C(=O)c4cc(Cl)ccc4F)CC3)ON2)cc1
22%	C=CCN1[C@@H](C)COc2cc(N3CCCC3)ccc2S1(=O)=O
-22%[115 µM]	C[S+](=O)([O-])N1Cc2ccccc2OC2(CCN(C(=O)c3ccc(N)nc3)CC2)C1
-6%	COc1ccc(OC)c(NC(=O)C2CCc3ncc(-c4ccsc4)n3C2)c1 (stereo not drawn)
9%	CN(CC1CCOC1)S(=O)(=O)c1ccc(F)c(Cl)c1 (stereo not drawn)
16%[86.2 µM]	COCC(=O)NC[C@@H]1C=C(C)[C@H](Cc2nc3ccc(F)cc3[nH]2)C[C@H]1C(C)C
-8%	Cc1ccccc1S(=O)(=O)N1CCCC(CCC(=O)NCCCn2cccn2)C1 (stereo not drawn)
1%	CC(C)N(Cc1ccccc1)C(=O)COC(=O)c1cc(Cl)ccc1Cl
65%[activator]	COc1ccc(-c2noc(-c3cccn3CC(=O)Nc3ccc(F)c(F)c3)n2)cc1F
-22%	O=C1CC(c2ccccc2)N(C(=O)CNC(=O)C2(c3ccccc3)CC2)CCCCCN1 (stereo not drawn)
2%	O=C(CN1C(=O)CCc2cc(S(=O)(=O)N3CCOCC3)ccc21)NCc1ccc(Cl)cc1
?	CC(C)N(C(=O)COC(=O)c1cccc(N(C)C)c1)c1ccccc1
1%	CC(Cc1cccs1)N(Cc1ccccc1)C(=O)c1cccc(S(=O)(=O)N2CCCC2)c1 (stereo not drawn)
2%	N#CCCn1c(SCC(=O)Nc2ccc(N3CCCCC3)cc2)nc2ccccc21
-1%	O=C(NCCc1ccc(Cl)cc1)c1nc2sccn2c1Br
10%	CC(C)(C)C(=O)N(Cc1ccc2cc[nH]c2c1)C1CC1
-28%	COc1cccc(-c2ccc3c(N)c(C(=O)NC4CC4)sc3n2)c1
3%	CCOC(=O)c1cnc2c(Cl)c(Cl)ccc2c1NCC(C)O (stereo not drawn)
-7%	C=C(C)Cn1c(N2CCOCC2)nc2c1c(=O)n(C)c(=O)n2C
-6%	O=C(CCn1ccn2nc3c(c2c1=O)CCCC3)Nc1ccc(F)c(F)c1
-4%	Cc1ccc(CN2CCCn3nc(C(=O)NCCN(C)C)cc3C2=O)cc1
-27%	COc1ccc(CCNC(=O)CCc2c(C)nc3cc(-c4cccc(F)c4)nn3c2C)cc1OC
?	COc1ccc(Nc2cc3c(cn2)NCCN(Cc2ccccc2)C3)cn1
9%	O=C1CO[C@H](c2ccc(NS(=O)(=O)Cc3ccccc3)cc2)[C@@H](CO)N1C1CCOCC1
16%	CCCNc1nc2ccccc2nc1C(=O)Nc1ccc(C)cc1
-10%	Cn1c2ccc(Cl)cc2c2cc(Cl)ccc21
?	NC(=O)CCN1CCc2onc(-c3ccccc3F)c2C1
14%	O=S(=O)(c1ccc2c(c1)CCN2)N1CCCC1
-17%	CC(C)Cn1ccc2c(NC(=O)C[C@H]3NC(=O)c4ccccc4NC3=O)cccc21
2%	O=C(NCc1ccc(Cl)cc1)NCC1(c2ccccc2)CC1
-14%[86.2 µM]	CCCC(=O)Nc1ccc([C@H]2OCC(=O)N(CC(C)C)[C@@H]2CO)cc1
14%	O=C(Cc1cccc2ccccc12)NCc1ccccn1
-25%[86.2 µM]	CN1CCC(Nc2ccc3c(n2)CN(Cc2ccc(C(F)(F)F)cc2)C(=O)CO3)CC1
16%	CCCCc1cc(=O)oc2cc(OCC(=O)c3ccc(OC)cc3)ccc12
25%	COc1ccc(C)cc1NC(=O)Cn1c(C)cc2nc3n(c(=O)c21)CCCC3
15%&0%	CCOC(=O)C1CCN(C(=O)CN2c3ccc(C(C)C)cc3-c3ccccc3S2(=O)=O)CC1
5%	COCCN1CCCC2(CCN(c3nc(OC)cc(OC)n3)C2)C1=O (stereo not drawn)
-23%	Oc1ccc(C2CC3CC2C2C=CCC32)cc1 (stereo not drawn)
-15%	OCC1CN(c2ccncn2)CC12CCN(CC1CCCCC1)CC2 (stereo not drawn)
-29%	COc1ccc(NC(=O)Cn2c(=O)n(CCC(=O)NCc3ccccc3OC)c(=O)c3ccccc32)cc1Cl
28µM*	CN(C)C[C@@H]1CN(c2ncccn2)C[C@H]1NC(=O)c1ccc(Cl)cc1
-11%	CN(Cc1cn(-c2ccccc2)nn1)Cc1ccccc1-n1cccn1
14%	COc1cc(OC)c(NC(=O)CSCc2cc(=O)n3cccc(C)c3n2)cc1Cl
27%	COc1cccc(CCC(=O)Nc2cccc(-c3nnc4n3CCCC4)c2)c1
-17%	O=C(O)C/C(=C/c1cc(Br)cs1)c1nc2ccccc2o1

# Random excerpt: four entries already listed
KDM5B inh	canonical_smiles
3%	CCOC(=O)c1cnc2c(Cl)c(Cl)ccc2c1NCC(C)O (stereo not drawn)
-6%	O=C(CCn1ccn2nc3c(c2c1=O)CCCC3)Nc1ccc(F)c(F)c1
16%	CCCNc1nc2ccccc2nc1C(=O)Nc1ccc(C)cc1
-8%	Cc1ccccc1S(=O)(=O)N1CCCC(CCC(=O)NCCCn2cccn2)C1 (stereo not drawn)

# Four of the compounds above, with bars between the fields:
structure | KDM5B inh
OCC1CN(c2ccncn2)CC12CCN(CC1CCCCC1)CC2 (stereo not drawn) | -15%
O=C(NCc1ccc(Cl)cc1)NCC1(c2ccccc2)CC1 | 2%
COc1cccc(CCC(=O)Nc2cccc(-c3nnc4n3CCCC4)c2)c1 | 27%
CN1CCC(Nc2ccc3c(n2)CN(Cc2ccc(C(F)(F)F)cc2)C(=O)CO3)CC1 | -25%[86.2 µM]

# Continued.
KDM5B inh	canonical_smiles
7%	O=C(Nc1ccc(F)c(F)c1F)c1n[nH]c(=O)c2ccccc12
-16%	O=C(CCC1CCCC1)NCC(=O)N1CCCCCNC(=O)CC1c1ccccc1 (stereo not drawn)
12%	CCN(CC)S(=O)(=O)c1ccc(NC(=O)Cc2cn3ccsc3n2)cc1
-17%	Cn1cc(CN2CCC(C3CCN(S(C)(=O)=O)CC3)C2)c2ccccc21 (stereo not drawn)
?	CCOC(=O)CCn1c(=O)c2cccn2c2cccnc21
4%	COc1ccc(CCC(=O)OCC(=O)Nc2sccc2C(N)=O)cc1OC
14%	CC(NC(=O)CCSc1ccc(Cl)cc1)c1ccccc1 (stereo not drawn)
4%	CC(C)C(=O)Nc1ccc(F)c(F)c1F
8%	CCc1ccc(-c2[nH]c3c(c2-c2sc(C)c(C(=O)OC)c2O)c(=O)[nH]c(=O)n3C)cc1
-27%	Fc1c(F)c(F)c(CN2CCCC3(CCNC3)C2)c(F)c1F (stereo not drawn)
i	Cc1ccc(C2NC(=O)c3c(sc4c3CCN(Cc3ccccc3)C4)N2)o1 (stereo not drawn)
?	Cc1cccc(N2CCN(C(=O)C3CCN(S(=O)(=O)c4ccc5c(c4)oc(=O)n5C)CC3)CC2)c1C
-23%	CCn1c(CSc2n[nH]c(-c3ccc(C)cc3)n2)nc2cc(S(=O)(=O)N(C)C)ccc21
?	CCCOc1ccc(C(=O)Nc2cccc3ncccc23)cc1
-4%	Cc1c(C(=O)NCC(c2ccsc2)N(C)C)oc2ccc(Br)cc12 (stereo not drawn)
10%	COc1ccc(OCC(=O)Nc2nn3cc(-c4ccccc4)nc3s2)cc1
-9%	Cc1cccc(Cc2c(C)nc3nc(SCc4ccccc4C)nn3c2C)c1
-28%	CN1CCCC1c1nc(C2CN(C(=O)c3ccoc3)C2)no1 (stereo not drawn)
13%	CC(=O)Nc1ccc(S(=O)(=O)N2CCC(c3nnnn3-c3ccccc3)CC2)cc1
-3%	O=C(c1ccccn1)N1CCCCCC1CN1CCCC1 (stereo not drawn)
-7%	O=C(CSc1nc(C(F)(F)F)nc2ccccc12)NC1CCCC1
-1%	Cc1ccccc1NC(=O)C1CCCN(c2cnc3ccccc3n2)C1 (stereo not drawn)
-7%	CCC(=O)Nc1ccc(-c2csc(NC)n2)cc1
17%	CCC(NC(=O)c1ccc(N(C)C)cc1)c1ccc(C)cc1 (stereo not drawn)
?	CC(C)c1ccc(S(=O)(=O)NCCc2ncc3ccccn23)cc1
13%[86.2 µM]	Fc1ccc2c(c1)nc1n2[C@@H](CNC2CCCCC2)COC1
?	Cc1ccc2nc(NCC(N)=O)nc(-c3ccccc3)c2c1
?	C=CCOc1cccc(C(c2c[nH]c3ccccc23)c2c[nH]c3ccccc23)c1
-3%	N#CC1=C(N)Oc2n[nH]c(-c3ccccc3)c2C12C(=O)N(Cc1ccc(F)cc1)c1ccccc12 (stereo not drawn)
8%	COc1ccc(CCc2nc3nccc(-c4ccncc4)n3n2)cc1OC

# Molecules listed so far that contain two or more sulfur atoms:
KDM5B inh	canonical_smiles
13%	CCC(C)NC(=O)Cn1cnc2sc(C)c(S(=O)(=O)N3CCN(c4ccccc4OC)CC3)c2c1=O (stereo not drawn)
1%	CC(Cc1cccs1)N(Cc1ccccc1)C(=O)c1cccc(S(=O)(=O)N2CCCC2)c1 (stereo not drawn)
12%	CCN(CC)S(=O)(=O)c1ccc(NC(=O)Cc2cn3ccsc3n2)cc1
-23%	CCn1c(CSc2n[nH]c(-c3ccc(C)cc3)n2)nc2cc(S(=O)(=O)N(C)C)ccc21

# The list continues:
KDM5B inh	canonical_smiles
3%	CC(C)(C)c1cc(Sc2c(Cl)c(Cl)nc(Cl)c2Cl)cc(C(C)(C)C)c1O
-9%	Cc1ccc(F)cc1NC(=O)c1ccn(Cn2nnc(-c3ccccc3)n2)n1
-10%[86.2 µM]	CC(C)NC[C@H]1Cn2c(-c3ccc(Cl)cc3)cnc2CO1
35µM*	CN(C)c1ccc(-c2nnc([C@H]3CCN(Cc4ccccn4)C3)o2)cc1
2%	Cc1ccc(-c2c(C)n3c4c(=O)n(C)c(=O)n(C)c4nc3n2CCCO)cc1
10%	CCc1[nH]c(C(=O)N2CCCC2c2ccc3c(c2)OCCO3)c(C)c1C(=O)OC (stereo not drawn)
?	CCCn1cc2c3c(cccc31)CN(C(=O)c1ccc(OC)cc1)CC2
6%	CN1CCc2c([nH]c3ccccc23)C12CCN(S(=O)(=O)c1cccnc1)CC2
-31%	COc1ccc(C(=O)N2CCN(Cc3ccc(=O)n(C)c3)CC2)cn1
-20%	CCCCCn1c(=N)c(S(=O)(=O)c2ccc(C)cc2)cc2c(=O)n3cc(C)ccc3nc21
-17%	Cc1ccc(Cn2c(CO)cnc2SCC(=O)Nc2cccc(F)c2)cc1
5%	O=C(CSc1nc2ccsc2c(=O)n1-c1ccc(Br)cc1)NCc1ccccc1
-11%	CCOc1ccc(OCCSc2nc3ccccc3n2CC(O)CO)cc1 (stereo not drawn)
?	CCCCN(CC)CCNC(=O)c1cc2c(-c3ccccc3F)nn(C)c2s1
?	O=C1NCCCCCCN(Cc2ccncc2)[C@@H]2CN(Cc3ccncc3F)CC[C@@H]12
0%	NCCC/C(=N/O)c1cccs1
12%	CC(NC(=O)c1n[nH]c(=O)c2ccccc12)c1ccc(F)cc1 (stereo not drawn)
-42%	O=S(=O)(NCC(c1cccs1)S(=O)(=O)c1ccccc1)c1ccccc1 (stereo not drawn)
29%	O=C(O)C1CC2(CCN(Cc3cc4ccccc4o3)CC2)CN1C(=O)C1CC1 (stereo not drawn)
-23%	CC1CCC(NC(=O)COC(=O)c2cc3ccccc3[nH]2)CC1 (stereo not drawn)
9%	CC1COCCN1Cc1coc(-c2cccc(F)c2)n1 (stereo not drawn)
28µM*	COc1ccc(-c2ccc3nnc(CNC(=O)C(C)Oc4cccc(Cl)c4)n3n2)cc1 (stereo not drawn)
-32%[86.2 µM]	O=C(Nc1ccc(Cl)cc1)c1nc2c(o1)CCN(CC1CC1)CC2
2%	COC(=O)CCNC(=O)C1c2ccccc2C(=O)N(CC(C)C)C12CCCC2 (stereo not drawn)
-9%	COc1ccc(C(=O)N2CCCC3(CC(c4cccc(C(F)(F)F)c4)=NO3)C2)cc1 (stereo not drawn)
-29%	O=C(N[C@H]1[C@H]2CCO[C@H]2[C@@H]1N1CCCC1)c1cc2c(s1)CCCCC2
-1%	COc1ccc(NC(=O)CCNC(=O)c2ccco2)c(OC)c1
5%	CCN(CC)c1nc(-c2ccc(C(=O)NN)cc2)nc(-c2ccc(C(=O)NN)cc2)n1
